# BoNT A protease: blocks Botulinum neurotoxin A light chain protease; multiplex microsphere protease substrate cleavage, flow cytometry; inhibition, % at 10 µM; 360,000 compounds, 0.17% hits; in the data active = inhibition above about 30%; inconclusive = no clear call, values can overlap the other calls; note: plate controls were buffer without enzyme for full effect and enzyme alone for no effect
# UGM FP inh: inhibitors of M. tuberculosis UDP-galactopyranose mutase; P9WIQ1; purified UGM, fluorescence polarization probe displacement; inhibition, % at 10 µM; 320,000 compounds, 0.06% hits; AID 504406; in the data active = inhibition above about 10%, passing the limit was not always enough; inconclusive = no clear call, values can overlap the other calls
# Target sequence (P9WIQ1 whole entry, looked up): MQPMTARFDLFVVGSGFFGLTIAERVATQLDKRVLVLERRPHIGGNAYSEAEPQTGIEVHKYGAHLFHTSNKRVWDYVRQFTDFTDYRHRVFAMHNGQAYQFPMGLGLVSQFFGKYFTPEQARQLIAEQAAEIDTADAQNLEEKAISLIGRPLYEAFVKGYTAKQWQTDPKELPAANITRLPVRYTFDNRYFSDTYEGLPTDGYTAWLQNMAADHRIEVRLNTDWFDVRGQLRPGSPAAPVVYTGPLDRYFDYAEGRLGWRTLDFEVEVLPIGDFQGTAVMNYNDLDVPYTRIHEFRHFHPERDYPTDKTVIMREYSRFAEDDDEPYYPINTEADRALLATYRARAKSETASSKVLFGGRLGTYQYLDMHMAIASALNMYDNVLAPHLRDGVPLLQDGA
# CCHF vOTU inh: CCHFV vOTU protease inhibition | Pep-AMC fluorescence | 370,000 compounds, 0.55% hits | inhibition, % at 11.5 µM | AID 651958; note: 0% = vehicle wells with enzyme and 100% = no enzyme wells
# Mtb FBA inh: inhibits M. tuberculosis FBA enzyme; inhibition, % at 1 µM; purified M. tuberculosis FBA, fluorescence read-out; AID 588726; 360,000 compounds, 2.3% hits; P9WQA3; in the data active = inhibition above about 27%;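 note: 0% = vehicle and 100% = reference inhibitor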
# Target sequence (P9WQA3 whole entry, looked up): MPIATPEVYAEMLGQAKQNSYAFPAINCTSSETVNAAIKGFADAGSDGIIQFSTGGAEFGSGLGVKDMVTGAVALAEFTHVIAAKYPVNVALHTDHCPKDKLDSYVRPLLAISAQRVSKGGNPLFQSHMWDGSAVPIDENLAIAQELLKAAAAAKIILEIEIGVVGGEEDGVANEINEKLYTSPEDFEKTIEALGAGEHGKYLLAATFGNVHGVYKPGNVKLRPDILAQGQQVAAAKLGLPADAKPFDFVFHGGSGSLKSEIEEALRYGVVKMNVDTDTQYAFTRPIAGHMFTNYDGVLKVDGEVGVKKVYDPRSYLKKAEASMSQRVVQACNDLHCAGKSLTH
# FadD28 FP inh: blocks FadD28 binding to the bisubstrate probe. inhibition, % at 12.5 µM. fluorescence polarization. 360,000 compounds, 0.22% hits. AID 588549; in the data active = inhibition above about 8.5%, passing the limit was not always enough; inconclusive = no clear call, values can overlap the other calls
# PrPC TRFRET: inhibitors of human cell surface prion protein PrPC; AID 720596; 370,000 compounds, 0.43% hits; inhibition, % at 13.8 µM; TR-FRET read-out; in the data active = inhibition above about 24%; note: 0% = median of the test wells and 100% = reference compound wells
# BoNT-F LC inh: BoNT F light chain protease inhibition; Multiplex microsphere protease cleavage assay, flow cytometry; inhibition, % at 10 µM; 360,000 compounds, 0.22% hits; AID 588497; in the data active = inhibition above about 35%, passing the limit was not always enough; inconclusive = no clear call, values can overlap the other calls; note: plate controls were buffer without enzyme for full effect and enzyme alone for no effect
# BioA inh: BioA (M. tuberculosis) enzyme inhibition; purified M. tuberculosis BioA enzyme, plate reader; inhibition, % at 9.99 µM; 360,000 compounds, 0.096% hits; in the data active = inhibition above about 40%; inconclusive = no clear call, values can overlap the other calls
# GDH-TPI inh: counter-screen for M. tuberculosis FBA inhibitors: GDH-TPI coupled enzymes | GDH-TPI coupled enzyme counterscreen, NADH absorbance | inhibition, % at 4.8 µM | 360,000 compounds, 1.2% hits;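 note: 0% = DMSO wells and 100% = wells lacking the enzyme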
# The depositor's hits bear a star; ? = inconclusive; . = not tested or not shown; + = active, no number. Cut-off read from the data, not from the text of the source, unless noted: active = inhibition above about 30%; inactive = the rest.
No.	Structure	BoNT A protease	UGM FP inh	CCHF vOTU inh	Mtb FBA inh	FadD28 FP inh	PrPC TRFRET	BoNT-F LC inh	BioA inh	GDH-TPI inh
1	Cn1c2ccc(Cl)cc2c2nc3ccccc3nc21	40*	-0.7	9	0	-5.1	-4	18	-0.1	6
2	C#CCSc1nnc(CNS(=O)(=O)c2ccc(Br)cc2)n1C	0.7	-2.1	-9	2	-1.3	-3	-8	-0.6	-7
3	CC(C)(C)NC(=O)CSc1nccn1Cc1ccccc1	0.7	0.0	10	-2	0.7	-2	-2	-1.6	10
4	CCCn1c(NC(=O)CN2C(=O)NC3(CCCC3)C2=O)nc2ccccc21	1.6	3.5	13	4	0.1	0	3	-1.3	11
5	CNCCOc1ccc(Cl)c(Cl)c1	-0.7	-0.9	-9	-1	-3.5	2	-8	-1.3	-7
6	O=C(NCc1ccc(F)cc1)C(=O)NCC(c1ccco1)N1CCOCC1 (stereo not drawn)	0.6	2.6	-9	0	-1.7	-2	3	0.1	5
7	Cc1cc(N2CCN(c3nc(-c4ccccc4)cs3)CC2)c2ccccc2n1	-1.4	0.1	-9	6	1.0	-1	-3	-0.7	-2
8	O=P(NC(c1ccccc1)c1ccccc1)(Oc1ccccc1)Oc1ccccc1	0.6	3.6	7	-2	-2.1	-5	5	-2.3	17

# Part of the list above, with two lines to a compound.
# The line under a structure holds: BoNT A protease | UGM FP inh | CCHF vOTU inh | Mtb FBA inh | FadD28 FP inh | PrPC TRFRET | BoNT-F LC inh | BioA inh | GDH-TPI inh
[1] Cn1c2ccc(Cl)cc2c2nc3ccccc3nc21
  40* | -0.7 | 9 | 0 | -5.1 | -4 | 18 | -0.1 | 6
[2] C#CCSc1nnc(CNS(=O)(=O)c2ccc(Br)cc2)n1C
  0.7 | -2.1 | -9 | 2 | -1.3 | -3 | -8 | -0.6 | -7
[3] CC(C)(C)NC(=O)CSc1nccn1Cc1ccccc1
  0.7 | 0.0 | 10 | -2 | 0.7 | -2 | -2 | -1.6 | 10
[4] CCCn1c(NC(=O)CN2C(=O)NC3(CCCC3)C2=O)nc2ccccc21
  1.6 | 3.5 | 13 | 4 | 0.1 | 0 | 3 | -1.3 | 11
[5] CNCCOc1ccc(Cl)c(Cl)c1
  -0.7 | -0.9 | -9 | -1 | -3.5 | 2 | -8 | -1.3 | -7

# Next section
No.	Structure	BoNT A protease	UGM FP inh	CCHF vOTU inh	Mtb FBA inh	FadD28 FP inh	PrPC TRFRET	BoNT-F LC inh	BioA inh	GDH-TPI inh
9	CCCOc1ccc(F)cc1-c1cc(C(=O)NC(C)C)[nH]n1	-0.1	.	-1	4	-2.7	-6	2	2.3	4
10	Cn1c(=O)n(C)c2cc([N+](=O)[O-])c(N3CCN(C(=O)C(C)(C)C)CC3)cc21	-0.9	-0.8	-4	0	-0.8	-30	0	.	6
11	CC1CCCCN1C(=O)c1c(Cl)cnn1C (stereo not drawn)	1.3	0.8	-5	1	-1.4	-6	-7	-0.9	4
12	COc1ccc([N+](=O)[O-])cc1N(CC(O)CN1CCCCC1)S(=O)(=O)c1ccc(C)cc1 (stereo not drawn)	1.2	-1.7	11	3	-0.7	-13	0	-0.2	14
13	COC(=O)C1=C(c2ccc(-c3ccccc3)c(F)c2)C[C@@H]2CC[C@H]1N2C(=O)NCc1cccc2ccccc12	-0.3	-0.9	11	4	-0.1	9	9	-0.9	22
14	CN(C)C(=O)Cn1cc(S(=O)(=O)Cc2ccccc2)c2ccccc21	-0.1	-3.6	1	-1	0.5	5	0	-1.4	0
15	COc1ccc(S(=O)(=O)N2CCN(CC(=O)Nc3cc(OC)cc(OC)c3)CC2)cc1	0.1	0.6	6	-2	-1.6	0	7	.	3
16	CSc1c(CC(=O)Nc2ccc(F)cc2)n(Cc2ccccc2)c2ccccc12	-0.5	2.0	1	2	-3.4	4	-6	.	8
17	NC(=O)C1CCN(c2nc(-c3ccc(Br)cc3)cs2)CC1	-1.1	.	5	1	-1.2	-1	-5	.	2
18	Cn1c2ccccc2c2cc(C(=O)NNC(=O)CCl)sc21	0.0	4.6	7	11	-3.2	2	-3	.	5
19	CCOC(=O)Cc1csc(/C(=N/O)C(N)=O)n1	0.0	-1.3	2	2	-3.5	-7	-4	-1.6	2
20	C/C(=N\NC(=O)c1cc(C)nc2ccccc12)c1cccc(Cl)c1	0.0	-2.8	23	-2	-2.2	9	-12	0.1	4
21	CC(C)C(=O)Nc1ccc(C(=O)NCc2cccnc2)cc1	0.7	1.6	4	1	1.3	-2	-7	2.0	1
22	CN(C(=O)C1CCCN(c2ncnc3c2nc2n3CCCCC2)C1)c1cccc(Cl)c1 (stereo not drawn)	0.6	0.2	10	1	-1.7	3	-6	1.5	10
23	CSCCCN1CCCC(CO)(Cc2ccccc2F)C1 (stereo not drawn)	.	-1.4	-6	1	-1.3	2	.	0.6	3
24	O=C(CN1CCN(S(=O)(=O)c2ccccc2)CC1)NC(=O)NCc1ccco1	0.1	0.4	-1	1	-3.3	8	1	0.9	-5
25	N#Cc1c2ccc(OCC(N)=O)cc2n2ccccc12	-0.8	-1.3	1	24	-2.8	0	-5	1.3	-2
26	O=S(=O)(c1cccc2nsnc12)N1CCN(Cc2ccccc2)CC1	-2.9	0.9	3	-3	-2.7	-15	-22	0.3	-1
27	CCOC(=O)N1CCN(S(=O)(=O)N2CCCC(C(=O)NCCCN3CCC(C)CC3)C2)CC1 (stereo not drawn)	0.8	1.3	5	3	1.0	4	-1	-1.8	0
28	Cc1cccc(NC(=S)N2CCN(Cc3ccc4c(c3)OCO4)CC2)c1C	-0.2	-0.2	12	3	1.0	-1	11	-0.8	2
29	COc1cccc(/C=N/NC(=O)CN2C(=O)NC3NC(=O)NC32)c1 (stereo not drawn)	0.2	.	3	0	-3.6	-4	2	-0.9	0
30	COc1cccc(CNc2ncc(C(=O)Nc3cc(OC)c(OC)c(OC)c3)c(C)n2)c1	-0.2	0.4	1	-2	-2.5	5	?	-0.6	2
31	CC(C)(C)c1ccc(-c2nc3cc(N)ccc3o2)cc1	-0.1	-0.9	5	6	-7.7	-1	-33	0.6	12
32	CC(C)(C)c1nc(SCC(=O)N2CCCC2)c2ccccc2n1	1.4	-0.6	7	2	-1.7	-25	-4	.	-5
33	C[C@@H](C(=O)N=c1sc2ccccc2n1C)N1C(=O)C2CC=CCC2C1=O (stereo partly drawn)	0.5	.	9	0	-0.8	-7	-2	.	10
34	O=C1NCN(c2ccccc2)C12CCN(C(c1cccc3ccccc13)c1nnnn1-c1ccc3c(c1)OCCO3)CC2 (stereo not drawn)	-0.6	.	-4	-4	-1.6	-4	0	1.2	.
35	COc1ccccc1CN(C)C(=O)c1ccccc1SCC(=O)N1CCCC1	-0.1	-1.5	13	-1	-3.4	5	1	0.8	2
36	COc1ccc(-c2cc3c(=O)n(CC(=O)NCCCN4CCC(N5CCCCC5)CC4)ncn3n2)cc1	-0.9	0.6	17	12	-4.5	-8	-2	-0.4	0
37	CCN1C(=O)[C@H]2[C@@H](c3ccc(C)cc3)N3C(=O)N(c4cccc(Cl)c4)C(=O)[C@@]3(Cc3ccccc3)[C@H]2C1=O	-0.5	0.2	8	-2	-4.2	1	0	0.2	-4
38	COCCn1c(C)cc(C(=O)CSc2nc3ccccc3c(=O)n2C(C)COC)c1C (stereo not drawn)	0.3	0.6	-7	4	-0.4	2	2	.	4
39	COCCCn1c(C(=O)NCCN2CCOCC2)cc2c(=O)n3ccccc3nc21	0.8	1.2	-321	+	-1.0	-8	3	-1.2	10
40	Cn1cc(-c2ccccc2C(=O)O)c(=O)c2cc(Cl)ccc21	1.5	-1.4	-9	21	-5.6	-7	?	-1.7	16
41	Cc1ccccc1NC(=O)c1ccc2c(c1)OCCO2	0.0	-2.0	-6	2	-1.7	-1	-7	-0.8	2
42	CCc1cccc(CC)c1NC(=O)COC(=O)/C(C#N)=C/c1ccc(OC)cc1	0.7	1.2	-6	2	-4.1	14	-2	.	16
43	NC(=O)CSc1nnc(C2CC2)n1-c1ccccc1	0.1	-1.6	-1	0	-1.9	-9	7	.	10
44	S=C(NCc1ccccc1)NCc1ccc2c(c1)OCO2	-0.7	1.2	2	1	0.0	1	-3	.	-3
45	CC(/C=N/NC(=O)c1ccc(CN2c3cccc4cccc(c34)S2(=O)=O)cc1)c1ccccc1 (stereo not drawn)	0.5	1.5	-20	6	-1.0	0	0	.	11
46	CCOC(=O)C1(CCc2ccccc2)CCN(C(=O)c2occc2C)CC1	-2.2	3.7	32*	-4	-3.3	10	-5	.	1
47	Cc1cc(C)c2cc(CN(CCN(C)C)C(=O)Nc3ccccc3Cl)c(=O)[nH]c2c1	2.5	-1.0	-8	-1	-5.0	-9	7	.	0
48	O=C(c1ccccc1NS(=O)(=O)c1ccc(Br)s1)N1CCOCC1	-1.2	-0.2	-1	1	-4.4	-2	3	1.7	-2
49	Fc1cccc(-c2cncc(N3CCN(CCN4CCCC4)CC3)n2)c1	-0.6	.	-5	1	-0.1	1	-8	-1.0	6
50	CCCC(=O)Nc1ccc(N2CCOCC2)cc1	0.5	-5.2	9	-6	0.0	-2	-6	-2.2	2
51	CCCCCCn1c(N2CCCC2)nc2c1c(=O)n(C)c(=O)n2C	-2.2	2.6	10	4	0.4	3	30	3.0	2
52	COc1ccc(C(=O)Nc2sc3c(c2C(=O)NCc2ccco2)CCCC3)cc1OC	-1.2	5.0	0	5	-2.1	-4	-6	0.0	9
53	O=S(=O)(NCCc1ccccc1)c1ccc(S(=O)(=O)N2CCCCC2)cc1	-0.9	-0.4	-13	1	-1.4	15	-7	-1.3	11
54	CCOC(=O)c1cn(CC(=O)Nc2cccc(Cl)c2C)nn1	-0.1	-1.1	10	2	-2.7	0	-2	-3.0	-4
55	CCCn1c(SCC(=O)c2ccc3c(c2)OCCO3)nnc1-c1ccco1	-0.3	-2.7	9	2	-3.0	0	-32	-0.7	1
56	CCN(CC)S(=O)(=O)c1ccc(Cl)c(NC(=O)COc2ccc3c(C)cc(=O)oc3c2)c1	-1.5	-3.4	6	2	-1.6	-6	-16	-1.4	8
57	Cc1cccc(C)c1OC(=O)C(c1ccccc1)c1ccccc1	0.6	-1.3	-6	-1	0.0	-8	-3	.	7
58	COc1ccc(N2CCN(C(=O)Cn3nnc(-c4ccc(N(C)C)cc4)n3)CC2)cc1	-0.5	1.7	-10	-2	-3.7	2	4	-3.1	-4
59	O=C(COC(=O)c1cccc(O)c1)Nc1ccc(Cl)cc1C(=O)c1ccccc1	0.5	0.1	6	-1	-7.9	9	-5	.	3
60	O=C(CCN1C(=O)/C(=C/c2ccccc2F)SC1=S)NCCCn1ccnc1	1.1	1.9	13	-3	-3.4	5	0	-1.2	3
61	CCOc1ccc(CNc2ccc(N3CCCC3)cc2)cc1	0.0	3.2	.	1	-2.6	.	-103	-0.1	6
62	Nc1c(-c2ccccc2)c(CN2CCOCC2)nn1-c1cccc([N+](=O)[O-])c1	-0.4	1.1	1	-3	-3.1	-29	-2	.	4
63	COC(=O)C1=C(N)OC2=C(C(=O)CC(C)(C)C2)C1c1cccs1 (stereo not drawn)	0.7	-1.6	-7	-2	0.3	0	0	-3.8	-4
64	Cc1c(-c2ccccc2)[nH]n2c(=O)c3c(nc12)CCCC3	-2.2	4.2	-7	13	0.0	12	-15	1.7	7

# Next section
No.	Structure	BoNT A protease	UGM FP inh	CCHF vOTU inh	Mtb FBA inh	FadD28 FP inh	PrPC TRFRET	BoNT-F LC inh	BioA inh	GDH-TPI inh
65	COc1ccc(C(CNC(=O)c2ccc(OCc3cscn3)cc2)N2CCCC2)cc1 (stereo not drawn)	-0.9	.	9	-1	-3.9	-4	3	-1.9	-5
66	Cc1cc(N2C(=O)CC(C(C)c3ccccc3)C2=O)no1 (stereo not drawn)	0.2	3.2	10	-1	0.3	-3	6	-0.8	7
67	COC(=O)c1cc(S(=O)(=O)N(Cc2ccccc2)C(C)(C)C)c[nH]1	0.5	4.5	-5	7	-5.1	15	1	.	9
68	CC(C)CCNC(=O)C1CCN(S(=O)(=O)c2ccc3nc4c(c(C(=O)O)c3c2)CCCCC4)CC1	0.6	-0.6	11	3	-3.3	2	4	-0.6	4
69	Cc1ccc2c(c1)C(c1ccccc1)=NCC(=O)N2C	0.2	-1.9	9	1	-1.2	-3	-2	.	0
70	CCN1CCN(S(=O)(=O)c2c(C)cc(C)cc2C)CC1	-5.9	2.4	-9	3	-0.9	11	-17	1.1	-2
71	Cc1cccc(CSc2ccc3nnc(-c4ccccn4)n3n2)c1	-0.7	0.1	-2	-1	-3.9	2	0	.	-12

# High-throughput results deposited in PubChem by several laboratories.
